proKLK7 act: proKLK7 (human) activation, primary screen. activation, % at 7 µM. 0.9% of 370,000 active. purified proKLK7, EDANS-DABCYL substrate fluorescence; 100% is mature enzyme control, 0% vehicle;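 active = activation above the mean of all tested compounds plus 3 SD, computed per campaign excluding outliers beyond control limits, cut at about 13% in these data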
Target sequence (P49862 whole entry, looked up): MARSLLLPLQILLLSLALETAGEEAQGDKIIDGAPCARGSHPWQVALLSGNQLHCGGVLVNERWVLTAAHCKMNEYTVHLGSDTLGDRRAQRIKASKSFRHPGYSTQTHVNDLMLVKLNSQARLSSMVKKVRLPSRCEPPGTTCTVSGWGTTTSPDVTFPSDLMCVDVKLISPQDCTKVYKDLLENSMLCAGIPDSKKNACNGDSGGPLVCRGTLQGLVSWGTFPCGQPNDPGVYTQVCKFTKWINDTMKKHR
PLC-gamma1 inh: PLC-gamma1 (human) inhibition, primary screen; P19174; purified PLC-gamma1, fluorogenic substrate, fluorescence; inhibition, % at 12.2 µM; 0.84% of 370,000 active; in the data active = inhibition above about 9.5%
DDE Tn7 FP inh: inhibitors of Tn7 peptide binding to human fibrin DD(E) | inhibition, % at 8.3 µM | FP displacement of FITC-Tn7 peptide from fibrin DD(E); 0% = median of compound wells per plate | 0.13% of 370,000 active | AID 720508 | P02675;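 active = inhibition above the mean of compounds falling within the control limits plus 3 SD of them, cut at about 14% in these data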;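 also: 0% = plate median of compound wells and 100% = 10 µM Aha-Tn7 peptide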
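Assay system: Fibrin-DD(E) protein isolated from polymerized human fibrin clots; read-out basis: percent inhibition; medium: Tris/NaCl/CaCl2 buffer, pH 7.8; signal: FP measurement; incubation: 10 min plus 3 h, room temperature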
sPLA2-III inh: Blocks human group III sPLA2 activity; Q9NZ20; QFRET BODIPY PC-A2 liposome hydrolysis, fluorescence; inhibition, % at 12.2 µM; 0.56% of 370,000 active;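 active = inhibition above mean plus 3 SD of compounds lying within the high and low control bounds, cut at about 19% in these data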;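 also: 0% = median of test compound wells and 100% = no enzyme DMSO wells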
UHRF1 MBD2 ctr: UHRF1 methyl-DNA binding inhibition; UHRF1 binding to methylated oligo, TR-FRET; 0.75% of 370,000 active; Q96T88; inhibition, % at 4.4 µM; in the data active = inhibition above about 21%;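 also: UHRF1 SRA domain binding a hemimethylated CpG hairpin DNA probe; 0% = median of test compound wells and 100% = reference inhibitor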
ARFGAP1 inhibitor: rat ARFGAP1 inhibition; Arfgap1-stimulated ARF1 GTP hydrolysis, GDP FP detection; inhibition, % at 16.5 µM; 0.26% of 360,000 active;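 active = inhibition above a per-plate limit, mean inhibition of low control wells plus 3 SD, cut at about 25% in these data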;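 also: 0% = DMSO wells with enzyme and 100% = wells lacking Arfgap1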
Target sequence (Q62848 1-136 limits assumed): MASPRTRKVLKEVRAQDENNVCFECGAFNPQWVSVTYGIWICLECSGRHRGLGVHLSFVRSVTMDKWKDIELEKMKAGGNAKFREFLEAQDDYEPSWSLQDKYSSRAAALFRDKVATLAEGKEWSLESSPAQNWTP
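Assay system: purified rat His6-Arfgap1 residues 1-136 (GAP domain); Reagent: human Δ17 ARF1 bound to GTP; Dosing: 16.5 µM single point, 1.26% DMSO; Times: GTP hydrolysis reaction 2 h at 25 °C; Signal: FP, GDP Alexa 633 tracer displaced from anti-GDP antibody, 620/688 nm; Measure: % inhibition from polarization.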
DDE Tn6 FP inh: DD(E)-Tn6 binding inhibition, primary FP screen; Fibrin DD(E) TRITC-Tn6 fluorescence polarization displacement; inhibition, % at 8.3 µM; 0.21% of 370,000 active; AID 720509;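 active = inhibition above a per-campaign cutoff: mean of compounds within control limits plus 3 SD, cut at about 15% in these data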;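 also: 0% = median of all compound wells on the plate and 100% = blocking peptide control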
PLC-beta3 inh: inhibitors of human phospholipase C beta3. Q01970. Purified PLC-beta3, fluorogenic substrate, fluorescence. inhibition, % at 12.2 µM. 0.18% of 370,000 active. AID 720704; in the data active = inhibition above about 11%;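 also: 0% = median of compound wells on plate and 100% = full blocker control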
Rev-erbA mod: modulates human Rev-erb alpha binding to DNA. activity, % at 10 µM. 0.79% of 370,000 active. Rev-erbα–FITC-DNA binding, fluorescence polarization, 90 min. AID 1259318. P20393;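 active = activity above about 14%, limit read from the data; passing the limit was not always enough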;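 also: 0% = DMSO wells with 35 nM protein and 100% = DMSO wells with 750 nM protein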
Target sequence (P20393 whole entry, looked up): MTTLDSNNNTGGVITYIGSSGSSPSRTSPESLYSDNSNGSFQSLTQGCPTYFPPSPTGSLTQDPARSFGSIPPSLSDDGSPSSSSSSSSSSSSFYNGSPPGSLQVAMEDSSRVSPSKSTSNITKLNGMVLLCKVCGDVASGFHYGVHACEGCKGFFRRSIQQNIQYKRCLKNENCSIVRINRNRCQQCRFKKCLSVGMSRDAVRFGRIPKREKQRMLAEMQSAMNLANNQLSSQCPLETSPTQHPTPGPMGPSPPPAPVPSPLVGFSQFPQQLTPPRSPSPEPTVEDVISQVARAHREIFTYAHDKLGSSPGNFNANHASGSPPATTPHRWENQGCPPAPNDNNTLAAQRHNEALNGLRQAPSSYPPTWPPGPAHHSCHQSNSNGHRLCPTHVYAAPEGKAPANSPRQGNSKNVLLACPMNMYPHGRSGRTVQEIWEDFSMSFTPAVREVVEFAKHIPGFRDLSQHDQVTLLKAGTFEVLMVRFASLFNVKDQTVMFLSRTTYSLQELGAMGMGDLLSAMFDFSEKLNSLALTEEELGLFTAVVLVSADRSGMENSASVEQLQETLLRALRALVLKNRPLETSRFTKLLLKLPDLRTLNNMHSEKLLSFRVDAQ
ASAP1 inh: ASAP1 ArfGAP inhibition; Q9ULH1; 0.19% of 360,000 active; inhibition, % at 16.5 µM; ASAP1-stimulated ARF1 GTP hydrolysis, GDP FP detection; in the data active = inhibition above about 25%;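 also: 0% = vehicle with enzyme and substrate and 100% = no enzyme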
Starred values were filed as active, the others as inactive; x = not tested or not shown.

proKLK7 act,PLC-gamma1 inh,DDE Tn7 FP inh,sPLA2-III inh,UHRF1 MBD2 ctr,ARFGAP1 inhibitor,DDE Tn6 FP inh,PLC-beta3 inh,Rev-erbA mod,ASAP1 inh,Compound
0.4,1,-2,3,0,0,-1,-4,-4,17,O=C(CCNC(=O)N1CC(=O)Nc2ccccc21)Nc1ccc(F)c(Cl)c1
0.7,0,2,-8,2,-2,-3,4,0,-1,COc1ccc(N2CCN(C(CNS(=O)(=O)c3cc(F)ccc3F)c3cccnc3)CC2)cc1 (stereo not given)
-0.2,6,1,29*,4,-3,-2,1,4,2,CCCC[C@@H](CNC)NC[C@H](NCCCCC1CCCCC1)C(C)C
0.2,6,0,4,6,-2,-10,-5,-2,-4,CCCn1c(SCCN2C(=O)c3ccccc3C2=O)n[nH]c1=O
-0.2,2,0,-17,11,0,-2,2,-6,2,CCOc1ccc(CCN2C(=O)C(=O)N([C@@H](Cc3ccc(O)cc3)CN3CCC[C@H]3CN3C(=O)C(=O)NC[C@@H]3CC(C)C)C[C@@H]2Cc2ccccc2)cc1
0.1,3,-8,-64,-2,13,2,-5,1,8,COc1ccc(C(=O)CSc2nnc(NC(=O)C3CC(=O)N(c4ccccc4C)C3)s2)cc1 (stereo not given)
0.6,-3,-1,-34,-2,-7,7,-1,2,14,CCCCC[C@H]1CN(Cc2ccccc2)C(=O)[C@@H]1CC(=O)NCc1ccccc1
-0.1,-1,5,13,4,7,-6,-6,-29,3,COc1ccccc1NC(=O)c1cc2c(CO)cnc(C)c2oc1=Nc1cccc(C(N)=O)c1
1.3,-35,-5,-4,-1,16,-3,-55,0,6,O=C(N/N=C1\CCCc2c1[nH]c1ccc(Cl)cc21)c1ccncc1
1.4,-26,-1,-2,-3,10,5,-48,-5,-4,COc1ccc2c(c1)cc1c(=O)n(CC(=O)NCCCN3CCOCC3)nc(C)n12
-0.4,0,4,16,5,10,-2,-3,6,-13,CC(=O)c1cccc(NC(=O)C2CCN(S(C)(=O)=O)CC2)c1
0.4,1,0,-2,-1,-6,7,1,-7,2,CCc1sc(NC(=O)CN2CCC(C(N)=O)CC2)nc1-c1ccccc1
-0.6,2,-5,5,1,3,-3,5,-4,-7,COC(=O)C[C@@H]1CC[C@@H](NC(=O)c2ccccc2F)[C@@H](CO)O1
-0.2,0,6,5,2,13,4,-2,-1,4,O=C(CSC1=NC(=O)C(Cc2ccccc2)C(=O)N1)NC1CCCCC1 (stereo not given)
0.4,1,-8,8,2,9,5,0,-4,-1,COc1ccc(CNC(=O)COc2ccc(S(=O)(=O)N3CCOCC3)cc2)cc1
-0.1,-2,-1,0,1,6,0,-8,0,4,Clc1cccc(N2CCN(c3nnnn3-c3ccccc3)CC2)c1
0.1,4,-1,-11,-3,0,3,5,-5,-3,CC(C)C[C@H](NC(=O)c1nc[nH]c1C(=O)N1CCNCC1)C(=O)OC(C)(C)C
-0.8,0,-4,17,5,6,4,-3,-2,0,Cc1ccc(N2NC(C)(c3cccs3)NC2=S)cc1 (stereo not given)
-0.2,0,7,0,1,0,-2,1,-4,0,C/C(=C\c1ccccc1)CN1CCC(C(=O)N2CCCC(C)C2)CC1 (stereo not given)
-0.4,-1,-4,4,2,-4,-3,-8,1,7,CC(C)c1ccc(-c2cc(C(=O)NN3CCN(C)CC3)c3ccccc3n2)cc1
-0.1,-5,3,3,4,x,-5,-10,5,x,CN1[C@@H](Cc2ccccc2)COc2cccc(N3CCSCC3)c2S1(=O)=O
0.6,-6,0,-5,-1,4,1,-3,6,7,CC(=O)Nc1ccc(S(=O)(=O)Nc2ccc(F)c([N+](=O)[O-])c2)cc1
0.3,2,-7,7,-1,2,1,2,-1,1,S=C1NC2=C(CCCC2=C2SCCS2)C(c2ccccc2)N1 (stereo not given)
0.0,-1,0,-3,0,7,-2,0,2,14,CC(C)(C)OC(=O)N1CCC(C(=O)N[C@H](Cc2ccccc2)C(=O)O)CC1
-0.1,4,2,14,-8,0,0,3,2,-3,Cc1ccc(N=Nc2c(N)nn3c(C)cc(C)nc23)cc1
0.1,2,-4,-18,0,11,0,-6,5,3,COc1ccc(NC(=O)COC(=O)c2ccc(S(=O)(=O)N(C)c3ccccc3OC)cc2)cc1
0.1,3,-5,-3,-5,4,-1,2,4,0,O=[N+]([O-])c1ccn(-c2nc(-c3cccs3)cc(C(F)(F)F)n2)n1
1.1,2,8,0,2,-5,0,3,7,-5,CN1C(=O)CSc2ccc(NC(=O)NCc3ccco3)cc21
0.2,0,3,3,-2,-1,4,-6,-2,-13,N#Cc1ccc2c(c1)nnn2-c1ccccc1
0.0,1,-3,0,1,5,-15,-9,-2,1,O=C(COC(=O)C1CCN(S(=O)(=O)c2ccc(Cl)c(C(F)(F)F)c2)CC1)NCc1ccco1
1.1,-5,-1,-8,-4,7,2,0,8,-22,COc1ccc(/C=C/C(=O)NC2CCCCCCC2)cc1S(=O)(=O)N1CCOCC1
-0.1,3,-2,-4,5,-7,0,7,2,-10,Cn1cnnc1SCC(=O)c1c(N)n(Cc2ccccc2)c(=O)n(C)c1=O
0.5,-2,3,5,1,-1,2,-3,-1,2,Cc1cc(C)c2c(N)c(C(=O)c3ccccc3)oc2n1
0.9,4,0,-11,0,2,-8,0,-3,-6,Nc1nc(COC(=O)C2CC(=O)N(Cc3ccccc3Cl)C2)nc(Nc2ccccc2)n1 (stereo not given)
0.3,-1,2,5,1,1,3,-9,-4,0,COC(=O)c1ccccc1C(=O)N1CCCC(C(=O)c2ccc(OC)c(OC)c2)C1 (stereo not given)
0.1,-3,6,-6,-1,0,-5,1,5,0,COc1ncccc1C(=O)N1CCCC(C(=O)Nc2cccc(-c3ccc(F)cc3)c2)C1 (stereo not given)
-0.4,2,4,0,-1,9,4,1,0,-3,Cn1c(SCC(=O)OC2CCCCC2)nnc1-c1ccco1
-0.4,2,-1,5,0,7,-2,2,4,6,CCOc1ccc(NC(=O)c2ccc(N)cc2)cc1
-0.6,2,-3,1,0,-5,3,-3,0,-2,COc1ccc(CCNC(=O)CN(C)S(=O)(=O)c2ccc3nc(C)sc3c2)cc1OC
0.1,-12,-5,5,-1,5,-2,-26,-23,-9,C=CCN=C1S/C(=C\c2ccc(N(C)C)cc2)C(=O)N1CC=C
0.2,2,4,-64,1,-1,-3,5,-1,-6,CN(CC(=O)Nc1ccc(Cl)cc1)C(=O)c1cccc(S(=O)(=O)N2CCN(Cc3ccccc3)CC2)c1
-0.5,-8,4,-5,0,1,-8,-6,19,1,C=CCOc1ccc(/C(O)=C2/C(=O)C(=O)N(CCCn3ccnc3)C2c2cccs2)cc1 (stereo not given)
0.6,-1,0,-21,-2,9,-6,-4,11,-8,COC(=O)[C@]1(Cc2ccccc2)N[C@H](c2ccc(SC3CCCCC3)c(OC)c2)[C@@H]2C(=O)N(C)C(=O)[C@@H]21
-0.3,2,-7,0,0,x,-4,2,13,x,COC(=O)C1CN(Cc2ccccc2)CCS(=O)(=O)N1Cc1ccc(Cl)cc1 (stereo not given)
-0.2,-3,0,4,-1,6,-4,-6,-3,5,NS(=O)(=O)c1ccc(CCNC(=O)C2CCN(S(=O)(=O)c3ccccc3)CC2)cc1
0.5,-1,6,-1,2,13,2,-1,-3,6,NS(=O)(=O)c1ccc(NC(=S)Nc2ccc(S(=O)(=O)N3CCCC3)cc2)cc1
0.6,-1,-4,6,-2,11,0,-10,5,-4,Cc1cc(NC(=O)COC(=O)CC2CCCC2)c([N+](=O)[O-])cc1C
-0.1,-2,-4,6,-4,2,-6,1,-2,-2,O=C(Nc1c2c(nc3ccccc13)CCCC2)c1ccccc1F
0.5,0,7,-1,-1,-3,4,-6,-12,-4,COc1cccc(NC(=O)CN(C)C(=O)C(CCSC)NC(=O)c2ccco2)c1 (stereo not given)
-1.2,-1,-2,-15,3,15,-9,1,7,9,CCN1CCN(c2ccc(S(=O)(=O)N3CCCCC3)cc2NC(=O)/C=C/c2ccc(Cl)cc2)CC1

Later entries
proKLK7 act,PLC-gamma1 inh,DDE Tn7 FP inh,sPLA2-III inh,UHRF1 MBD2 ctr,ARFGAP1 inhibitor,DDE Tn6 FP inh,PLC-beta3 inh,Rev-erbA mod,ASAP1 inh,Compound
-0.1,2,-1,-12,4,-14,-12,-9,7,22,CCOC(=O)[C@]12CCC=C1N(Cc1ccc3c(c1)OCO3)C(=O)[C@H](CC(=O)NCc1ccc(C)o1)C2
0.1,2,-6,-4,0,7,-8,-6,-3,3,Cc1cccc(NC(=O)C(=O)NCc2ccc3c(c2)OCO3)c1C
0.0,-1,0,4,3,-7,2,-4,-1,5,O=C(NCc1ccncc1)C(=O)N/N=C/c1ccccc1OCc1ccccc1
-1.1,-5,-2,-2,-1,-5,-1,-7,0,8,O=C(N/N=C\C=C\c1ccc2c(c1)OCO2)C1COc2cc3ccccc3cc2O1 (stereo not given)
-0.4,1,7,7,18,-1,2,0,1,-15,COc1cc(C=O)ccc1OCc1cn(CC(=O)c2ccc(O)cc2)nn1
0.8,2,-3,-22,0,8,-2,-1,-1,2,Nc1nc(-c2cccc(NS(=O)(=O)c3ccccc3)c2)cs1
-0.1,-2,5,-18,0,7,-1,-6,-2,-6,Cc1ccc(C(=O)N/C(=C\c2cn(S(=O)(=O)N(C)C)c3ccccc23)C(=O)NCCCn2ccnc2)cc1
0.8,1,-1,-12,0,11,2,3,1,-1,CCOC(=O)c1ccc2c(c1)nc(C1CCN(S(=O)(=O)c3cccs3)CC1)n2CC
0.8,0,1,-9,-1,1,2,3,3,-8,Cc1cc(Cl)c(S(=O)(=O)NCC2CCCO2)cc1OCC(=O)NC1CCCCC1 (stereo not given)
0.1,2,3,11,4,13,3,3,-7,-10,CC1CCCCC1NC(=O)c1ccc(S(=O)(=O)N2CCCC2)cc1 (stereo not given)
-0.1,-11,-7,8,2,-1,-8,-11,-6,-5,O=C(Nc1cc(-c2nc3ncccc3o2)ccc1Cl)c1ccc([N+](=O)[O-])o1
0.4,-1,3,5,-1,-2,0,1,-3,-1,O=C(C[C@H]1CC[C@@H](NC(=O)c2ccncc2)[C@@H](CO)O1)NCC1CC1
-0.4,3,-4,-16,0,1,5,-3,0,6,CN(Cc1ccccc1)C(=O)c1cccc(NC(=O)Cc2ccc(NC(=O)C3CCCN(S(=O)(=O)c4cccc([N+](=O)[O-])c4)C3)cc2)c1 (stereo not given)

Exported with tabs: part of the list above.
compound	proKLK7 act	PLC-gamma1 inh	DDE Tn7 FP inh	sPLA2-III inh	UHRF1 MBD2 ctr	ARFGAP1 inhibitor	DDE Tn6 FP inh	PLC-beta3 inh	Rev-erbA mod	ASAP1 inh
S=C1NC2=C(CCCC2=C2SCCS2)C(c2ccccc2)N1 (stereo not given)	0.3	2	-7	7	-1	2	1	2	-1	1
CC(C)(C)OC(=O)N1CCC(C(=O)N[C@H](Cc2ccccc2)C(=O)O)CC1	0.0	-1	0	-3	0	7	-2	0	2	14
Cc1ccc(N=Nc2c(N)nn3c(C)cc(C)nc23)cc1	-0.1	4	2	14	-8	0	0	3	2	-3
